SENP8 block: SENP8 (human) protease inhibition; AID 602440; actives 0.64% (n = 360,000); Q96LD8; inhibition, % at 20 µM; recombinant SENP8, Nedd8 substrate fluorescence; in the data active = inhibition mostly above about 40%, no sharp cut-off; inactive = mostly below about 27%
PfG6PD inh: PfG6PD (Plasmodium falciparum) enzyme inhibition; PfGluPho enzyme, NADPH resazurin-diaphorase fluorescence; inhibition, % at 20 µM; actives 0.78% (n = 350,000); AID 504690;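 active = inhibition reaching at least a set limit at 20 µM in the primary screen, cut at about 59% in these data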;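 also: 0% = DMSO wells with substrate and 100% = DMSO wells lacking glucose-6-phosphate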
MPTP inh: blocks calcium-induced mitochondrial swelling | isolated mouse mitochondria, Ca2+ swelling absorbance, 30 min | inhibition, % at 10 µM | actives 1.4% (n = 360,000) | AID 602449;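 active = inhibition of 50% or more, scaled per plate between neutral and stimulator controls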;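 also: 0% = DMSO wells given calcium and 100% = 1 mM EGTA wells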
hIAP activ: increases human intestinal alkaline phosphatase activity | activation factor at 10 µM | actives 0.16% (n = 330,000) | AID 2524 | purified human IAP, CDP-Star luminescence, 30 min; stronger effect = higher value; 1 = vehicle-only enzyme, 0 = enzyme-free background;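 active = activation factor of the enzyme at least 2-fold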; also: the source names both 10 and 20 µM as test concentration; values of inactives mirror those of a sister screen read the other way
Target sequence (P09923 whole entry, looked up): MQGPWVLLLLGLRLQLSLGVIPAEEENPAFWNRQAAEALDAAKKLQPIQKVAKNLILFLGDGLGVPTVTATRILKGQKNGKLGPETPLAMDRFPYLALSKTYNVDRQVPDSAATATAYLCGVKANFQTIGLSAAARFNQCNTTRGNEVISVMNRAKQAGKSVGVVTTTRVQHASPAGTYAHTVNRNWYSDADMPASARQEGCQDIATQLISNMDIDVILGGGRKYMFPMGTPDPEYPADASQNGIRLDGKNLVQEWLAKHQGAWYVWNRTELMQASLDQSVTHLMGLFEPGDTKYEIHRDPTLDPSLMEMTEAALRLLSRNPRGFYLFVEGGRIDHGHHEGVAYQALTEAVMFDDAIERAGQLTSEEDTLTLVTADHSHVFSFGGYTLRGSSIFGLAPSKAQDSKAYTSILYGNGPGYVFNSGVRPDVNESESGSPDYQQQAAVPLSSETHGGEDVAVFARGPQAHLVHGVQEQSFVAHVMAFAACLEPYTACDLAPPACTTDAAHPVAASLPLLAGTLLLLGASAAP
ATG4B inh: inhibitors of human ATG4B cysteine protease. inhibition, % at 8.33 µM. Q9Y4P1. actives 0.51% (n = 340,000). ATG4B cleavage of LC3-PLA2, NBD-HPC fluorescence, 1 h; in the data active = inhibition above about 40%
Target sequence (Q9Y4P1 whole entry, looked up): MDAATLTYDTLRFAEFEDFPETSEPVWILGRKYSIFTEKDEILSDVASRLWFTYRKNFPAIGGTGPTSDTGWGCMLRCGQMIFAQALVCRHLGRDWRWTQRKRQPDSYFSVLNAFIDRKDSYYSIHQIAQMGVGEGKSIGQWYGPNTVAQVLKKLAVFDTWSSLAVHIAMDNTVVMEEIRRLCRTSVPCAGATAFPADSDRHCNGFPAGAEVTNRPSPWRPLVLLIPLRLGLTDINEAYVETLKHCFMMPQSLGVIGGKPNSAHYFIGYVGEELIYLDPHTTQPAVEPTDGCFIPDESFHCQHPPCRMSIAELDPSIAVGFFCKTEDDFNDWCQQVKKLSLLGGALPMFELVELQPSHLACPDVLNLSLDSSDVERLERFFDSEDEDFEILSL
SENP6 block: inhibitors of human SENP6 protease; Q9GZR1; AID 2599; inhibition, % at 10 µM; Recombinant SENP6 catalytic domain, aminoluciferin luminescence; actives 1.8% (n = 330,000);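 active = inhibition above about 50% at the single tested dose, limit read from the data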;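 also: plate controls were DMSO wells with enzyme for no effect and DMSO wells lacking enzyme for full effect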
SENP1 inh: inhibitors of human SENP1 SUMO protease catalytic domain | inhibition, % at 10 µM | actives 0.21% (n = 360,000) | AID 624204 | recombinant SENP1 catalytic domain, CyPet-SUMO1-YPet FRET cleavage;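 active = inhibition at least 30% at 10 µM, raw YFP signal under a set limit, fluorescence ratio 0.5 to 1.5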;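 also: 0% = enzyme with DMSO and 100% = no enzyme wells; some results filed as inactive read as strong as hits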
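Test system: human SENP1 catalytic domain; medium: Tris pH 8 buffer plus EDTA, NaCl, BME, BSA, NP40, catalase; incubation: 50 min reaction at room temperature; technique: FRET, CFP and YFP emission; controls: no-enzyme low control and enzyme-plus-DMSO high control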
GRIN3A LBD mod: NR3A (human) ligand-binding domain modulation; NR3A LBD differential scanning fluorimetry, Tm shift; 0% = protein alone, 100% = glycine-bound protein; Tm shift relative to glycine control, % at 25 µM; actives 2.5% (n = 340,000); AID 1259313;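 active = melting temperature shift of at least 10% of the positive control shift, at one fixed dose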
Numbers without * were called inactive; . = not tested or not shown; & = joins results of further samples; ! = a repeat was not active.

Each structure is followed by: SENP8 block	PfG6PD inh	MPTP inh	hIAP activ	ATG4B inh	SENP6 block	SENP1 inh	GRIN3A LBD mod
COc1ccccc1NC(=S)NCC1CCC(CNC(=S)Nc2ccccc2OC)CC1 (stereo not given)
    9	1	4.8	1	-6	-15	2	-4
COc1ccc(N2CC(C(=O)Nc3c(C(N)=O)oc4ccccc34)CC2=O)cc1 (stereo not given)
    -4	4	-1.9	0.91	-12	6	0	0
COC(=O)c1ccc(CNC(=O)CCc2c[nH]c3ccccc23)cc1
    7	5	-0.5	0.92	-7	11	1	-2
Cn1c(N)c(C(=O)COC(=O)CCCOc2ccc(Cl)cc2Cl)c(=O)n(C)c1=O
    2	-23	-1.9	0.96	-7	5	-1	0
O=C(CCCCCn1c(=S)[nH]c2ccc(N3CCOCC3)cc2c1=O)NCc1ccc(Cl)cc1
    -447	15	3.1	1.1	-1	-21	-52	-1
Cc1cccc(NC(=O)CN2C(=S)NC(C)(C)CC2C)c1 (stereo not given)
    17	4	-0.3	1	-1	1	3	-1
CCN(CC)S(=O)(=O)c1ccc(Cl)c(C(=O)NCc2ccccc2Cl)c1
    14	-14	0.1	0.95	7	-7	-12	-1
COc1ccc(CCNC(=O)C2CCCN(c3nn4c(=O)cc(C)nc4s3)C2)cc1OC (stereo not given)
    22	9	-1.2	.	6	.	-2	2
CCCCCCCCOC(=O)c1ccc(N)cc1
    19	17	2.1	0.97	12	-16	0	-14
Nc1nc(OCC2CCCCC2)c2[nH]cnc2n1
    9	5	-1.0	1.9	-4	13	2	0
COc1ccc(OCCn2cncn2)cc1
    19	-11	-0.8	0.98	2	-13	2	0
CCOC(=O)c1nn(-c2ccccc2F)c2nc(Nc3ccccc3)cc(=O)n12
    -4	5	3.3	1.1	-15	-9	-10	1
CCOC(=O)c1c(NC(=O)C2CCCN(S(=O)(=O)c3ccc(C)cc3)C2)sc2c1CCCC2 (stereo not given)
    -33	-6	1.8	0.78	4	-2	-1	0
O=C(Nc1ccc(F)c(Cl)c1)C1CC(=O)N(Cc2ccco2)C1 (stereo not given)
    4	9	-0.3	0.97	-5	0	1	0
Cc1nn(C)c(C)c1NC(=O)Nc1cccc(C(F)(F)F)c1
    15	-5	72*	1.1	-4	3	2	-2
Cc1ccc(C)c(S(=O)(=O)N2CCN(C(=O)c3cnccn3)CC2)c1
    8	-9	-0.9	0.89	1	9	4	0
COc1cc(/C=C2\C(=O)N(c3ccc(S(N)(=O)=O)cc3)N=C2C)ccc1OC(=O)c1ccco1
    57*	-8	0.7	0.95	8	76*	7	0
N/C(=N\c1nc(CSc2nc3ccccc3s2)cc(=O)[nH]1)Nc1ccc(F)cc1
    30	1	12	1.3	-3	9	0	0
Cc1ccccc1NC(=O)C1CC(=O)N(c2ccccc2F)C1 (stereo not given)
    22	1	0.0	0.95	3	-6	2	-1
CCC(Oc1ccccc1)C(=O)Nc1ccc(S(=O)(=O)Nc2cc(C)on2)cc1 (stereo not given)
    18	9	-1.9	0.99	-4	2	-1	1
COc1cc(C(=O)Oc2cccc(C(=S)N3CCOCC3)c2)cc(OC)c1OC
    10	58	-0.7	1.2	2	-19	2	-2
CN(C)CC/C=C1/c2ccccc2Sc2ccc(Cl)cc21
    5&-34	14&16	95*!	1&0.87	23&21	-2&27	0&-82	-1&-1
CCOC(=O)C(NC(=O)c1ccccc1)(Nc1cc(C)on1)C(F)(F)F (stereo not given)
    1	6	0.1	0.94	-12	-15	1	4
CC(C)(C)n1nc2c(c1NC(=O)c1cc3ccccc3o1)CSC2
    9	-5	0.3	0.87	8	2	0	1
COc1ccc(CNC(=O)CN(C(=O)c2snc(C(N)=O)c2N)c2ccccc2F)cc1
    -314	-10	-2.8	1	-4	16	-20	1
O=c1cnnc(SCCc2ccccc2)[nH]1
    7	-17	1.1	1	-8	-4	2	1
COc1ccc(Cl)cc1C(=O)Nc1ccccc1N1CCN(C(=O)C(C)C)CC1
    -1	-6	1.9	0.91	-9	-11	2	-4
Cc1cc(=S)n(-c2ccccc2)n1C
    5	19	-1.2	1.2	11	7	3	-4
COc1ccc(NCC(=O)NN=C2CCS(=O)(=O)c3ccc(F)cc32)cc1
    38	17	1.4	0.95	-16	17	0	0
COc1ccc(C(CC(=O)N2CCOCC2)c2c(OC)cc(OC)c3ccc(=O)oc23)cc1 (stereo not given)
    -496	8	-0.4	0.93	-17	-20	-8	0
O=C(COC(=O)c1cncc(Br)c1)NC1CC1
    10	3	-0.4	1.2	0	5	0	1
CC1CCCCN1CCCNC(=O)CN1C(=O)c2cccnc2Oc2ccccc21 (stereo not given)
    3	-9	-1.1	0.92	-7	-4	-1	-1
CCN(CC)S(=O)(=O)c1cccc(C(=O)Oc2cccnc2)c1
    16	-13	-0.3	1.1	-6	-13	2	-1
Cc1cccc(N2CN(Cc3ccco3)CNC2=S)c1C
    12	-3	-1.0	1.1	-10	-9	1	-2
CCCC12CN3CC(C)(CN(C1)C3c1cccs1)C2=O (stereo not given)
    10	-5	1.9	1	-7	1	-1	-2
COc1cc2c(C(=O)N3CCN(C)CC3)c(C)oc2cc1Br
    12	-6	1.8	1.3	2	4	1	1
O=S1(=O)CCN(C2CC2)CC1
    5	1	0.2	.	.	.	0	.
Cn1c(NCCc2ccccc2)cc(=O)n(C)c1=O
    13	-1	-3.1	1.1	-5	-3	1	-1
COc1cc(NC(=O)C2CC2)c(C(=O)O)cc1OC
    0	1	-1.3	1.2	2	-6	2	-1
Cc1cccc(N2C(=O)C=CC2=O)c1
    8	9	-0.5	.	-2	.	2	-6
CCOc1ccc(CC(=O)Nc2nccs2)cc1
    18	-2	1.2	0.9	2	-6	3	2
O=C(O)c1ccccc1SCc1ccc2c(c1)OCO2
    4	-2	0.1	1.2	-7	-1	2	-1
COc1ccc(OC)c(C(C(=O)NC2CCCCC2)N(C(=O)c2ccccn2)c2cccnc2)c1 (stereo not given)
    2	2	0.7	1	-3	-26	-1	2
c1ccc(CCNc2ncnc3c2nnn3Cc2ccccc2)cc1
    12	7	0.4	1.1	12	2	3	3
CC1CCN(C(=O)COC(=O)C2CCN(S(=O)(=O)c3ccc(Cl)c(C(F)(F)F)c3)CC2)CC1
    18	8	-0.5	1.1	-2	-1	0	2
CN1CCN(S(=O)(=O)c2cccc(C(=O)Nc3sc4c(c3C(N)=O)CCCC4)c2)CC1
    -128	54	5.5	0.87	-15	5	-3	-4
COC(=O)CCNc1ccc2c(c1)OCCO2
    12	8	-0.8	0.8	-7	11	2	-2
CN1C[C@@H]2C(c3ccccc3)C3(c4ccc(C#N)cc4)CC2(C3)[C@H]1c1ccccc1 (stereo not given in full)
    11	1	0.4	0.83	-3	6	1	1
Nc1nc2nc(-c3ccccc3)cc(C(F)(F)F)c2s1
    -270	7	0.4	1.3	4	4	-16	4
CCN(CCNC(=O)C1CCN(S(=O)(=O)c2c(C)noc2C)CC1)c1ccccc1
    16	5	-0.8	0.98	-5	7	0	-2
COc1ccc(-n2nnnc2CNC(=O)C(=O)c2c(C)[nH]c3ccccc23)cc1
    23	3	-1.1	1	-5	1	-5	3
CSc1cccc(NC(=O)C2C3C=CC4(O3)C2C(=O)N(CCN2CCOCC2)C4C(=O)NC2CCCCC2)c1 (stereo not given)
    2	9	-0.5	0.75	2	2	1	-1
COC(=O)c1ccccc1S(=O)(=O)N1CCC(C(=O)OCc2ccc([N+](=O)[O-])cc2)CC1
    7	0	-0.3	1	-4	-3	1	1
COc1cccc(NC(=O)CC2Oc3ccccc3NC2=O)c1 (stereo not given)
    15	-2	-0.4	0.97	-8	-25	1	-1
Cc1cc(C(F)(F)F)cc(NNC(=O)NC(=O)c2ccc(Cl)cc2)n1
    18	11	-0.5	1.2	-11	-9	2	4
CCCCN(C(=O)/C=C/c1ccco1)c1c(N)n(CCC)c(=O)[nH]c1=O
    2	6	2.5	0.85	3	-1	-12	-1
CCC(C)(C)NC(=O)CN(C(=O)c1ccc(N2CCCC2)nc1)c1ccc(F)cc1
    0	10	2.0	1.2	0	3	1	0

A different layout for 11 compounds above:
Structure	SENP8 block	PfG6PD inh	MPTP inh	hIAP activ	ATG4B inh	SENP6 block	SENP1 inh	GRIN3A LBD mod
COc1ccccc1NC(=S)NCC1CCC(CNC(=S)Nc2ccccc2OC)CC1 (stereo not given)	9	1	4.8	1	-6	-15	2	-4
COc1ccc(N2CC(C(=O)Nc3c(C(N)=O)oc4ccccc34)CC2=O)cc1 (stereo not given)	-4	4	-1.9	0.91	-12	6	0	0
COC(=O)c1ccc(CNC(=O)CCc2c[nH]c3ccccc23)cc1	7	5	-0.5	0.92	-7	11	1	-2
Cn1c(N)c(C(=O)COC(=O)CCCOc2ccc(Cl)cc2Cl)c(=O)n(C)c1=O	2	-23	-1.9	0.96	-7	5	-1	0
O=C(CCCCCn1c(=S)[nH]c2ccc(N3CCOCC3)cc2c1=O)NCc1ccc(Cl)cc1	-447	15	3.1	1.1	-1	-21	-52	-1
Cc1cccc(NC(=O)CN2C(=S)NC(C)(C)CC2C)c1 (stereo not given)	17	4	-0.3	1	-1	1	3	-1
CCN(CC)S(=O)(=O)c1ccc(Cl)c(C(=O)NCc2ccccc2Cl)c1	14	-14	0.1	0.95	7	-7	-12	-1
COc1ccc(CCNC(=O)C2CCCN(c3nn4c(=O)cc(C)nc4s3)C2)cc1OC (stereo not given)	22	9	-1.2	.	6	.	-2	2
CCCCCCCCOC(=O)c1ccc(N)cc1	19	17	2.1	0.97	12	-16	0	-14
Nc1nc(OCC2CCCCC2)c2[nH]cnc2n1	9	5	-1.0	1.9	-4	13	2	0
COc1ccc(OCCn2cncn2)cc1	19	-11	-0.8	0.98	2	-13	2	0

High-throughput results: PubChem, Sanford-Burnham Center for Chemical Genomics
